Screening data: PubChem, several laboratories
TPT1 inhibitor = inhibitors of Candida albicans tRNA 2'-phosphotransferase TPT1 | inhibition, % at 5 µM | AID 1962 | hit rate 0.81% among 300,000 | recombinant caTPT1, FP RNA substrate dephosphorylation;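 active = inhibition above the mean of all tested compounds plus 3 SD, set per screening campaign, cut at about 24% in these data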;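 note: plate controls were DMSO alone for no effect and ferristatin control at 100 nM for full effect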
PP5 inh = inhibitors of human protein phosphatase 5 (PP5). purified PP5c, OMFP substrate fluorescence. hit rate 0.18% among 320,000. AID 1987. P53041. inhibition, % at 6.7 µM;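 active = inhibition above the campaign's mean inhibition across all tested compounds plus 3 SD, cut at about 9.5% in these data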;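 note: 0% = DMSO only and 100% = 100 µM cantharidin control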
Target sequence (P53041 whole entry, looked up): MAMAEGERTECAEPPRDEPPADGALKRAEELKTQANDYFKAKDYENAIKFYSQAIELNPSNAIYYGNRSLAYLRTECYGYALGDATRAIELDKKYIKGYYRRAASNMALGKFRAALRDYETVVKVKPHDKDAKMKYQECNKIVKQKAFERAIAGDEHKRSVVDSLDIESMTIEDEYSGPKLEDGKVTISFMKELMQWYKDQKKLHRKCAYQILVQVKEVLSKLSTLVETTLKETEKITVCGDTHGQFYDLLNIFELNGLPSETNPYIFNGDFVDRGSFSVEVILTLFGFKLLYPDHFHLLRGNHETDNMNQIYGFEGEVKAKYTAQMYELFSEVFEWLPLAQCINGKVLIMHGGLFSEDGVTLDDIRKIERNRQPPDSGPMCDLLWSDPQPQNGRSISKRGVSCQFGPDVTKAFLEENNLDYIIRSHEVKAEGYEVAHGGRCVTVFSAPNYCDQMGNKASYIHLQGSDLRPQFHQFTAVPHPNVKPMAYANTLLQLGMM
core dimer inh = blocks dimerization of HCV core protein | inhibition, % at 5 µM | TR-FRET GST/Flag-core106 dimerization, 1536-well | hit rate 0.33% among 300,000;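 active = inhibition above the mean of all tested compounds plus 3 SD, set per screening campaign, cut at about 45% in these data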
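Assay system: tagged HCV core106 pair (GST and Flag); medium: KF-containing HEPES buffer, pH 7.45, DTT, CHAPS, BSA; also added: Eu donor and XL665 acceptor anti-tag antibodies; dosing: 5 µM single dose; timing: compound-protein-antibody incubation 4 h at 22.5 °C; signal: TR-FRET 671 and 617 nm emission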
EBNA-1 inhibitor = blocks EBNA-1 binding to DNA | hit rate 0.34% among 300,000 | inhibition, % at 14.8 µM | EBNA-1 DNA binding, fluorescence polarization | AID 1950; in the data active = inhibition above about 28%
CTSL1 counter = blocks F. hepatica cathepsin L1 in PFM18AAP counter-screen; hit rate 0.49% among 300,000; inhibition, % at 5.96 µM; AID 1906; recombinant F. hepatica cathepsin L1, Z-Leu-Arg-MCA fluorescence;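 active = inhibition above the mean of all tested compounds plus 3 SD, set per screening campaign, cut at about 17% in these data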;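 note: 0% = plate median of test compound wells and 100% = 1 µM Z-Phe-Ala-diazomethylketone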
ZTA DNA inh = counter-screen for EBNA-1 inhibitors: inhibitors of Epstein-Barr virus ZTA | P03206 | ZTA-DNA binding, fluorescence polarization | inhibition, % at 11 µM | hit rate 0.15% among 320,000 | AID 2234; in the data active = inhibition above about 33%
Target sequence (P03206 whole entry, looked up): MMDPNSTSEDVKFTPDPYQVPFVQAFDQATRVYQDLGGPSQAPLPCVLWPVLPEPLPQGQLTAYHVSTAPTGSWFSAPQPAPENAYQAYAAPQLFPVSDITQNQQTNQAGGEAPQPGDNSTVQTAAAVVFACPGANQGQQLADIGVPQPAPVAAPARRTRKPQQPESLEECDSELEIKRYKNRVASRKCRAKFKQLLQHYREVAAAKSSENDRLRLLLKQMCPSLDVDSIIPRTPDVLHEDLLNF
Efflux pump inh = antifungal efflux pump inhibition, Nile Red retention | S. cerevisiae Candida pump triplex | inhibition, % at 10 µM | hit rate 0.44% among 330,000;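 active = plate passing quality check with inhibition over a set limit, or well fluorescence over plate mean plus 4 SD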;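 note: Nile Red retained in pooled yeast measured as flow cytometry median fluorescence; 0% = buffer negative control and 100% = Enniatin B positive control; higher means more Nile Red kept so more efflux inhibition; some compounds called inactive have numbers as strong as hits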
PREPL inhibitor = human PREPL enzyme inhibition; Q4J6C6; recombinant PREPL, fluorescence polarization activity-based probe; inhibition, % at 5.96 µM; hit rate 0.68% among 320,000; in the data active = inhibition above about 43%;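 note: 0% = enzyme with DMSO and 100% = wells lacking enzyme; many of its hits are not listed in these tables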
PP1 inh = counter-screen for PP5 inhibitors: inhibitors of human PP1-alpha; P62136; purified PP1alpha, OMFP fluorescence; inhibition, % at 6.7 µM; hit rate 0.9% among 320,000;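 active = inhibition above the mean inhibition of all tested compounds plus 3 SD, computed separately for each screening campaign, cut at about 15% in these data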
Target sequence (P62136 whole entry, looked up): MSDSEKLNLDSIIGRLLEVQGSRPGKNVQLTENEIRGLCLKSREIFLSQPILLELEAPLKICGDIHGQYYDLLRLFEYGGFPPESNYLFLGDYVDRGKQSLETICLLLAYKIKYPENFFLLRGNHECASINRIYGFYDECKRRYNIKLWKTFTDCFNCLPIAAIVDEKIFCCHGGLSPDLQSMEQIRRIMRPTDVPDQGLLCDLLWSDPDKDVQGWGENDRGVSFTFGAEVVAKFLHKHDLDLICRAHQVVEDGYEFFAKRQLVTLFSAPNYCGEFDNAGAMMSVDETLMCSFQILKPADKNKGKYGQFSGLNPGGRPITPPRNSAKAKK
The depositor's hits bear a star; . = no result given.

SMILES	TPT1 inhibitor	PP5 inh	core dimer inh	EBNA-1 inhibitor	CTSL1 counter	ZTA DNA inh	Efflux pump inh	PREPL inhibitor	PP1 inh
COc1cc(C)c(C(=O)CSc2nnc(CNC(=O)c3ccco3)n2C)cc1C	0	-0.1	-2	13	0	8	-0.1	-8	-1
Cn1c(=O)[nH]c(=O)c2c1nc(SCC(O)CCl)n2Cc1ccccc1 (centres undefined)	0	2.0	7	-6	-1	14	-0.1	-3	0
CCOc1ccc(C(=O)NCC(=O)N2CCN(c3ccccc3O)CC2)cc1	-2	2.9	1	-13	-4	-5	0.1	8	-4
CC(=O)C1=C(O)C(=O)N(CCC(=O)O)C1c1cccc(F)c1 (centres undefined)	1	1.6	-6	-6	7	-5	0.1	4	0
O=C(CCNc1n[nH]c(=O)[nH]c1=O)N1CCOCC1	-1	-2.3	-5	6	2	-6	0.0	11	-4
OCC[C@H]1C[C@@H](O)[C@H](O)[C@]2(CCc3ccccc3CO2)O1	-6	0.9	-10	4	-3	-8	-0.1	4	3
O=C(Nc1ccc(Cl)cc1Cl)c1n[nH]c(Cn2cncn2)n1	-3	1.4	0	-18	3	-10	0.0	13	0
COc1ccc(S(=O)(=O)NCc2ccccc2)cc1	-1	1.6	-3	0	4	-6	-0.2	-10	1
Cc1ccc(Oc2nc(C(F)(F)F)nc3ccccc23)cc1	-5	1.6	0	-1	-1	-15	-0.1	2	-4
O=C(Nc1ccccc1C(=O)NC(Cc1ccc(O)cc1)C(=O)O)c1ccccc1 (centres undefined)	-1	-1.4	-3	1	1	17	-0.1	-4	-1
O=S(=O)(c1ccc(-n2cnnn2)cc1)N(C1CCCCC1)C1CCCCC1	-2	1.7	8	-14	-1	-8	0.3	13	-8
CC(NC(=O)C(=O)NCCc1c[nH]c2ccccc12)c1ccccc1 (centres undefined)	-1	3.7	5	-26	1	-6	0.2	-43	1
CN(CCC1CCOCC1)C(=O)C1CCC(=O)N(CCc2cccc(F)c2)C1 (centres undefined)	-2	2.8	-3	1	-4	-1	-0.1	14	0
COCCn1c(SCC(=O)Nc2ccccc2F)nc2c(c1=O)SCC2	1	3.5	-2	-5	-5	-8	0.1	6	-2
CC1(C)Cc2c(sc(NC(=O)C(=O)N3CCOCC3)c2C#N)CO1	-4	0.2	2	-4	0	1	0.1	-2	-2
CC(C)(C)c1ccc(S(=O)(=O)N2CCC(N3CCCCC3)CC2)cc1	0	-1.2	8	5	0	2	0.1	-3	-1
CCc1ccc(OCC(=O)NC(=S)Nc2ccc(Br)c(C)n2)cc1	-7	-0.7	1	0	10	-17	0.5	9	-6
COCCNC(=O)C(=O)NCC1OCCN1S(=O)(=O)c1ccc(F)cc1 (centres undefined)	-4	1.4	-5	3	-3	-6	0.0	1	-1
Nc1ccc(N2CCCCC2)c(S(=O)(=O)Nc2ccc(Cl)cc2)c1	0	2.5	7	-8	6	-3	0.0	-14	10
C/C(=N/NC(=O)Cc1cccn1C)c1ccccc1	0	0.7	7	-7	-1	-3	-0.1	5	-3

The last 2 entries of the part before lead into the next:
SMILES	TPT1 inhibitor	PP5 inh	core dimer inh	EBNA-1 inhibitor	CTSL1 counter	ZTA DNA inh	Efflux pump inh	PREPL inhibitor	PP1 inh
Nc1ccc(N2CCCCC2)c(S(=O)(=O)Nc2ccc(Cl)cc2)c1	0	2.5	7	-8	6	-3	0.0	-14	10
C/C(=N/NC(=O)Cc1cccn1C)c1ccccc1	0	0.7	7	-7	-1	-3	-0.1	5	-3
Cc1cccc(C)c1NC(=O)COC(=O)c1cccnc1	-2	-1.8	-5	-2	1	4	0.0	15	-5
Cn1cccc1CC(=O)N/N=C/c1ccco1	-3	0.1	-5	11	2	-10	-0.2	8	-5
COc1ccc(OCC(=O)Nc2ccccc2N2CCN(C)CC2)cc1	-1	2.5	-6	-14	3	2	-0.1	9	-1
CN(Cc1ccco1)C(=O)Cn1cc(S(=O)(=O)N2CCCC2)c(S(=O)(=O)N2CCCC2)c1	-1	-1.4	-4	-9	-4	-1	-0.2	4	-1
CCOC(=O)c1sc(CS(=O)(=O)c2ccc(Cl)cc2)nc1C	-2	0.3	-3	6	-5	-5	0.0	-6	0
Cc1ccc2c(c1)C1CCCC3C1N2CC(=O)N3Cc1ccccc1 (centres undefined)	4	0.9	33	6	-2	8	0.0	10	5
COc1ccc(C2CC(=O)C3=C(C2)Nc2ccccc2N(C(=O)C2CC2)C3c2cccnc2)cc1OC (centres undefined)	1	0.3	-3	0	1	14	0.0	-20	-2
CCCc1[nH]nc2c1C(c1ccc(O)cc1OCC)C(C#N)=C(N)O2 (centres undefined)	-3	3.0	6	12	-1	8	0.2	16	-4
Nc1n[nH]c(N)c1N=Nc1ccccc1	0	-1.3	-6	1	7	-6	-0.2	2	2
CCNC(=S)Nc1ccc(-c2nc3ccccc3[nH]2)cc1	-2	-2.0	0	-2	-3	-5	0.1	-3	-2
COc1ccc(Cc2n[nH]c(=S)n2NC(=O)Nc2ccc(Cl)c(Cl)c2)cc1	-4	4.5	-2	-2	-1	2	0.1	-15	-3
CCCN(C(=O)COC(=O)c1nc2nc(C)cc(C)n2n1)C1CCS(=O)(=O)C1 (centres undefined)	.	3.3	.	.	.	-2	0.0	10	-1
Cc1cc(C)n(C2CC(=O)N(c3ccccc3)C2=O)n1 (centres undefined)	-3	0.5	-4	2	-5	8	-0.1	3	-4
NS(=O)(=O)c1ccc(CCNC(=O)CSc2ccc([N+](=O)[O-])cc2)cc1	-2	1.5	2	-10	-3	-4	0.0	-17	-2
O=C(NCc1ccc(Cl)cc1)c1cc(=O)[nH]c2ccccc12	2	-2.0	3	15	0	-5	-0.2	3	-2
CC(=O)Cc1nsc(NC(=O)c2ccc(-c3ccccc3Cl)o2)n1	2	0.5	19	-5	4	10	-0.2	-4	2
OCC1(Cc2ccccc2)CCCN(Cc2ccn[nH]2)C1 (centres undefined)	1	-1.5	-4	-12	4	0	0.2	19	-3
CCOc1ccc(/C=N/OCC(=O)Nc2cc(C)on2)cc1	0	1.2	-3	-3	1	-6	0.1	4	1
COc1ccc(C2(c3ccc(OC(C)=O)cc3OC(C)=O)CC(c3ccccc3)NC(=S)N2)cc1 (centres undefined)	-3	1.4	5	-2	-20	-2	-0.1	20	-4
O=[N+]([O-])c1cccc(/C=N/Nc2ncc(Br)cn2)c1	1	-0.4	1	3	5	10	-0.1	6	-1
C1=C(CCNCC2CCCCC2)CCCC1	0	2.3	-3	3	0	-13	0.2	17	-4
Cc1cccc(-n2c(C)cc(/C=N/O)c2C)c1	-1	0.0	-2	8	-1	-12	0.1	8	0
CCNC(=S)NNC(=O)c1ccoc1C	1	2.2	2	6	-3	17	0.0	10	0
CC(C)(C)N/C=C(\C#N)S(=O)(=O)c1ccc(Br)cc1	0	0.1	-1	3	6	13	0.0	7	-5
Clc1ccc(-c2nc3ccccn3c2CN2CCSCC2)cc1	0	1.1	4	-8	-3	-5	0.1	14	-1
CCCc1nc(C)c2c(=O)[nH]c(-c3cc(S(=O)(=O)N4CCN(CC)CC4)ccc3OCC)nn12	-1	0.8	1	-2	0	7	0.0	6	1
CCOc1ccc(CN2CCN(CCCn3cccn3)CC2CCO)cc1 (centres undefined)	2	-0.4	0	-1	-1	8	-0.2	5	-4
CCn1cc(C(=O)N[C@@H](CCSC)C(=O)NCCCn2ccnc2)c(=O)c2cc3c(cc21)OCO3	-2	1.1	0	8	6	5	-0.4	6	-3
COC(=O)C(CC(=O)c1ccc(Cl)cc1)c1ccc(C)cc1 (centres undefined)	-10	3.1	5	-4	3	-4	0.1	-6	0
CCCN1CCC(NC(=O)C2CCCCC2C(=O)O)CC1 (centres undefined)	-2	0.9	8	2	0	-9	-0.1	-1	-2
CN(C)S(=O)(=O)c1cccc(C(=O)Nc2ccc(N3CCOCC3)cc2)c1	-5	1.2	-1	-18	3	-5	0.1	4	4
CC[n+]1ccc(C)c2cc(SC(F)(F)F)ccc21	-1	-0.5	3	-6	0	-2	-0.5	30	4
O=C(Nc1cc(C(F)(F)F)ccc1N1CCOCC1)c1cccnc1	1	0.4	-2	-1	0	8	-0.1	16	-4
CCOC(=O)/C(=N/Nc1ccccc1)N1CCCc2ccccc21	1	2.5	3	12	1	14	-0.1	2	0
O=C(Oc1ccc2c(c1)OCC2=O)c1ccccc1	2	2.7	3	-1	1	-1	0.1	12	-4
Cc1cc(CNC(=O)COc2ccc(C)c(C)c2)c2ccccc2n1	0	4.6	-4	-11	0	-7	-0.1	7	-1
CCOc1ccc(N(CC(=O)NC2CC2)S(=O)(=O)c2ccc(C)cc2)cc1	-3	3.3	11	1	1	-3	0.4	1	-3
COc1ccc(N)cc1C#N	0	3.4	4	-1	-4	-3	0.7*	7	-4
O=C(NCc1cccnc1)Nc1ccc(Cl)cc1Cl	4	1.4	2	-1	3	0	0.0	9	-2
Cc1ccc(C(=O)NC2CCCc3ccccc32)o1 (centres undefined)	-3	2.6	0	7	76*	9	-0.1	2	-4
COCCCNC(=O)CC1C(=O)N(Cc2ccccc2)C(C)c2nc3ccccc3n21 (centres undefined)	1	2.8	7	6	1	8	0.0	-3	1
OC(c1ccccc1)(c1ccccc1)c1ncc[nH]1	0	1.7	-9	-2	1	-13	-0.1	-3	13
Cn1cnnc1Sc1ccc(/C=C(\CC(=O)O)c2nc3ccccc3s2)cc1[N+](=O)[O-]	-2	1.4	14	9	5	-8	0.0	23	1
COc1ccc(OC)c(S(=O)(=O)NC2CCCCC2)c1	-2	0.1	-4	-1	-5	9	0.4	5	-6
COc1ccccc1/C=C/C=N/n1c(-c2ccco2)n[nH]c1=S	-2	-0.6	5	9	4	3	0.0	1	-7
CCCCCCCC1(C)NC(=O)N(c2ccccc2)N1 (centres undefined)	-1	5.8	2	5	1	-12	0.0	-25	1
COc1cccc(OCCOCCOc2ccc(C)cc2[N+](=O)[O-])c1	-1	0.0	2	3	2	-7	-0.1	-4	-1
O=c1[nH]c(C2CCCN(S(=O)(=O)c3ccc(F)cc3)C2)nc2c1nnn2Cc1ccc(F)cc1 (centres undefined)	-1	4.2	18	-10	-1	4	0.1	2	2
Cc1nc2ccccn2c1C(=O)N/N=C/c1ccc(CNC(=O)C(=O)Nc2ccccc2)o1	4	0.3	13	5	-1	7	0.5	-9	-1
CCCCc1ccc(NC(=S)N2CCN(c3ccccn3)CC2)cc1	-2	1.8	-4	-8	4	-14	-0.1	9	-2

Shown field by field: 4 of the compounds above
COc1ccc(OC)c(S(=O)(=O)NC2CCCCC2)c1
  TPT1 inhibitor = -2
  PP5 inh = 0.1
  core dimer inh = -4
  EBNA-1 inhibitor = -1
  CTSL1 counter = -5
  ZTA DNA inh = 9
  Efflux pump inh = 0.4
  PREPL inhibitor = 5
  PP1 inh = -6

CCCCCCCC1(C)NC(=O)N(c2ccccc2)N1 (centres undefined)
  TPT1 inhibitor = -1
  PP5 inh = 5.8
  core dimer inh = 2
  EBNA-1 inhibitor = 5
  CTSL1 counter = 1
  ZTA DNA inh = -12
  Efflux pump inh = 0.0
  PREPL inhibitor = -25
  PP1 inh = 1

CCCCc1ccc(NC(=S)N2CCN(c3ccccn3)CC2)cc1
  TPT1 inhibitor = -2
  PP5 inh = 1.8
  core dimer inh = -4
  EBNA-1 inhibitor = -8
  CTSL1 counter = 4
  ZTA DNA inh = -14
  Efflux pump inh = -0.1
  PREPL inhibitor = 9
  PP1 inh = -2

O=c1[nH]c(C2CCCN(S(=O)(=O)c3ccc(F)cc3)C2)nc2c1nnn2Cc1ccc(F)cc1 (centres undefined)
  TPT1 inhibitor = -1
  PP5 inh = 4.2
  core dimer inh = 18
  EBNA-1 inhibitor = -10
  CTSL1 counter = -1
  ZTA DNA inh = 4
  Efflux pump inh = 0.1
  PREPL inhibitor = 2
  PP1 inh = 2

This is a subset (hit frequency here may not be typical).
